# Assay outcomes from PubChem BioAssay.
# FXIa inh – inhibitors of human coagulation factor XIa; inhibition, % at 10 µM; 33,000 compounds, 0.3% hits; purified human FXIa, fluorogenic AMC substrate cleavage;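 active = inhibition above 40% in the primary screen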;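 note: 0% = enzyme without compound and 100% = blank wells lacking enzyme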
# FXIIa inh – blocks human coagulation factor XIIa activity | P00748 | purified human FXIIa, AMC substrate fluorescence, 2 h | inhibition, % at 10 µM | 33,000 compounds, 0.2% hits | AID 701; in the data active = inhibition above about 30%;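 note: 0% = enzyme with vehicle only and 100% = no enzyme blank; many of its hits are not listed in these tables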
# Target sequence (P00748 20-372 limits assumed): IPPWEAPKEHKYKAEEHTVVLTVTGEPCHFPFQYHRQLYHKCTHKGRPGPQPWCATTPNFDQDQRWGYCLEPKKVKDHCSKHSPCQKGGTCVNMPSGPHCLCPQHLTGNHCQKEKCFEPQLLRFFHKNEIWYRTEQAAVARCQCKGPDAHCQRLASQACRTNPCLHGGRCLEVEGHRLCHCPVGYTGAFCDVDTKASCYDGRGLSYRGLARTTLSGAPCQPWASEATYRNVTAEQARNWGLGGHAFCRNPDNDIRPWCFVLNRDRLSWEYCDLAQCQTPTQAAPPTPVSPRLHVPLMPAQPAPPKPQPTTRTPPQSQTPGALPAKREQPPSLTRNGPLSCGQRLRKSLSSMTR
# Target sequence (P00748 373-615 limits assumed): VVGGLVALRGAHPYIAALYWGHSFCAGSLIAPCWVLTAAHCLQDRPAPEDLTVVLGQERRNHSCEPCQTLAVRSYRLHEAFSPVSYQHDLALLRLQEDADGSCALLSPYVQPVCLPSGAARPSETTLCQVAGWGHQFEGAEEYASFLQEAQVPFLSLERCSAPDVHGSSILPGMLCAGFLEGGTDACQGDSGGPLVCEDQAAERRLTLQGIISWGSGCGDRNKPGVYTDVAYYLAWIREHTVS
# Active calls of the source: *. A portion of the library (hit frequency here may not be typical).
molecule,FXIa inh,FXIIa inh
COCc1[nH][nH]c(=O)c1C=Nc1ccc(Cl)cc1,-6.1,5.8
O=c1c(-c2ccc(Oc3ccccc3)cc2)[n+]([O-])c2ccccc2n1OCc1ccccn1,3.3,1.4
COc1ccc(CN2CCSCC2)cc1O,-10.6,9.8
Cc1ccc(C)c(NC(=O)c2ncn[nH]2)c1,1.5,5.0
CN(C)Cc1c(O)ccc2[nH]cnc12,3.5,9.0
CC(C)(C)NC(=O)C(c1ccccc1)N(C(=O)c1csnn1)C1CC1 (stereo not given),-3.8,3.8
COc1ccc(Br)cc1CNC(=O)Nc1cccs1,-0.9,1.8
CC(=O)/C(C#N)=C1\NC(=O)C(Cc2ccc(C)c(C)c2)S1 (stereo not given),-11.3,-0.6
Cc1cc(C)n(-c2cc(C(C)(C)C)nc3c(-c4ccc(Cl)cc4)cnn23)n1,26.1,-18.3
CC(C)(C)NC(=O)CSc1nnc(NC(=O)CCn2cnc3ccccc3c2=O)s1,2.5,-15.0
CC1(C)Cc2c(c(N3CCOCC3)nc3sc(C#N)c(N)c23)CS1,0.5,-4.0
CCc1nc2c(nnn2Cc2ccc(F)cc2)c(=O)[nH]1,-1.9,4.7
COc1ccc(OC)c(N(CC(=O)N2CCC(C)CC2)S(=O)(=O)c2ccc(OC)c(OC)c2)c1,5.2,2.8
CC(C)(C)C(=O)NCCCc1ccccc1,-14.1,-2.6
CCOC(=O)c1sc(NC(=O)C(C)(C)C)cc1C,-12.4,-15.8
CCCc1nnc(NC(=O)CCCN2C(=O)c3ccccc3C2=O)s1,-13.2,4.3
CCC1CCCCN1S(=O)(=O)c1ccc(NC(=O)c2cccs2)cc1 (stereo not given),0.8,-1.9
CCCc1nc2sc(C(=O)OCC)c(N)c2c2c1COC(C)(C)C2,-20.2,-26.3
Cc1ccc(C(=O)Nc2ccon2)cc1S(=O)(=O)N1CCCCCC1,-4.9,15.3
O=C(Cc1ccccc1)Nc1cccc(N2CCCC2)c1,0.8,4.2
CCC1CCCCN1CCCn1c(=S)[nH]c2ccccc2c1=O (stereo not given),-12.7,-12.8
Cc1cc(NC(=O)CSc2nc3c(sc4ccccc43)c(=O)n2CCc2ccccc2)n[nH]1,15.6,-0.7
Cc1cc(NC(=O)CS(=O)(=O)c2cn(Cc3ccc(F)cc3)c3ccccc23)no1,2.0,4.3
CCOc1ccc2nc(NC(=S)NCc3ccccc3)sc2c1,31.9,-11.4
COc1ccc(NC(=O)c2sc3cc(C(F)(F)F)cnc3c2-c2cccs2)cc1,-2.7,-3.2
CCOC(=O)c1cc(-c2ccccc2)nc2c1c(C)nn2-c1ccccn1,11.3,-8.8
COc1ccc(-c2nnn(CC(=O)N(Cc3cccs3)C(C)C(=O)NCCC(C)C)n2)cc1OC (stereo not given),-6.4,0.6
Cc1nc(SCC(=O)N2CC(C)OC(C)C2)nc(C)c1C (stereo not given),20.7,-12.1
Cc1nnc(NC(=O)c2ccc(-c3cccc(C(F)(F)F)c3)o2)s1,-1.0,2.0
O=C(NCc1ccccc1)c1ccc(C2SCC(=O)N2Cc2ccccc2)cc1 (stereo not given),-0.3,2.7
CC(C)OC(=O)c1cccc(C(=O)Oc2ccc(Br)cc2)n1,3.4,11.8
Cc1ccc(NS(=O)(=O)c2cc(C(N)=O)ccc2C)cc1,7.2,9.7
CN1CCN(C(=O)c2ccccc2N(Cc2ccccc2)S(=O)(=O)c2ccccc2)CC1,33.8,-11.5
Cc1[nH]nc(N=Cc2c(O)n(C)c(=O)n(C)c2=O)c1-c1ccccc1,7.7,1.5
Cc1ccc(C(=O)C2OC(=O)C(C)(C)C(=O)C2(C)C)cc1 (stereo not given),-9.1,6.7
CCOc1ccc(NC(=O)CS(=O)(=O)c2cn(C)c3ccccc23)cc1,1.9,-2.4
CCCCC(=O)N1CCCC(c2nc3c(nnn3Cc3cc(C)ccc3C)c(=O)[nH]2)C1 (stereo not given),-0.6,5.4
CN1CCN(C(=O)NC2CCCCC2)CC1,1.2,3.4
O=C(C1CC(c2ccccc2O)=NO1)N1CCCCC1 (stereo not given),0.3,10.4
Cc1[nH]n(-c2ccc([N+](=O)[O-])cc2)c(=O)c1C=NCCN1CCN(C(=O)c2ccc(F)cc2)CC1,16.6,-14.0
Clc1ccc(Cn2ncc3c(NCc4ccccc4)ncnc32)cc1,-3.4,8.7
COc1cccc(NC(=O)CC2(CC(=O)O)CCCC2)c1,-1.3,2.3
Cc1c(C)n(C(=O)CSc2nc3ccccc3[nH]2)c2ccccc12,-47.6,-13.8
Cc1ccc(C(c2nnnn2CCc2ccccc2)N2CCC(C)CC2)cc1 (stereo not given),-0.8,2.9
COc1ccc(C(C)=O)cc1COC(=O)Cc1n[nH]c(=O)c2ccccc12,2.1,9.4
CC1CN(C2CCN(C(=O)COc3ccc(Cl)cc3)CC2)CC(C)O1 (stereo not given),-1.4,8.6
O=C(NC1CCCCC1)c1ccc(S(=O)(=O)N2CCCC2)cc1,-4.4,8.8
Cn1ccs/c1=N\S(=O)(=O)c1ccc(C(C)(C)C)cc1,11.7,6.1
COCCNC(=O)COc1ccc(Oc2ccccc2)cc1,4.1,7.0
O=C(NCCC1=CCCCC1)c1ccc2c(c1)N(Cc1ccccc1)C(=O)CS2,4.3,-3.2
CCC(C)(C)n1nnnc1C(C(C)C)N1CCSCC1 (stereo not given),2.6,-6.8
Cn1nc(CC(=O)NCc2ccc(C(F)(F)F)cc2)c2ccccc2c1=O,-8.1,7.7
O=C(O)COc1ccc(=O)n(-c2ccccc2)n1,-9.5,-7.6
CCOC(=O)N1CCN(C(=O)C2CCCN(S(=O)(=O)c3ccc(C)cc3)C2)CC1 (stereo not given),-6.0,5.7
O=C(COC(=O)CCc1ccc(S(=O)(=O)N2CCOCC2)cc1)Nc1ncc(C(F)(F)F)cc1Cl,0.6,-4.5
CCC(C)c1c(O)nc(SCc2ccccc2)[nH]c1=O (stereo not given),-3.3,-4.4
COc1cc(S(=O)(=O)N2CCCCC2)ccc1NC(=O)Cc1ccccc1,1.0,12.4
CCC(NC(C)C)C(O)c1ccc(O)c(O)c1 (stereo not given),12.7,6.9
O=C(C1CCCCC1)N1CCCc2ccccc21,-2.7,6.6
CS(=O)(=O)N(CC(=O)N1CCN(Cc2ccccc2)CC1)c1ccc2c(c1)OCCO2,-0.4,21.1

# Later entries
# Each structure is followed by: FXIa inh | FXIIa inh
- CCn1nccc1C(=O)Nc1ccc(S(=O)(=O)NC23CC4CC(CC(C4)C2)C3)cc1
    3.0 | -0.4
- Cc1cccc(OCCn2c(=S)[nH]c3ccccc32)c1
    8.5 | 3.2
- COc1cccc(NC(=O)CSc2nnc(-c3ccoc3C)n2-c2ccccc2)c1
    -10.0 | 9.9
- CC1CCN(c2ccccc2NC(=S)NC(=O)c2ccc(-c3cccc([N+](=O)[O-])c3)o2)CC1
    -1.7 | 21.2
- O=C(COC(=O)c1n[nH]c2ccccc12)NC(=O)NC1CCCC1
    7.0 | 5.7
- CCn1c(SCc2nc(-c3ccccc3)no2)nnc1-c1cccs1
    10.4 | 3.7
- O=C(NC1CCCCC1)c1cccc(COCC(F)(F)F)c1
    -1.5 | 7.3
- CN1CCN(S(=O)(=O)c2ccc(NC(=O)Cc3cccs3)cc2)CC1
    1.5 | 3.7
- COc1ccc(C(=O)c2cc3ccc(O)cc3oc2=O)cc1
    15.6 | -10.0
- CCCc1cc(NCCCN2CCOCC2)n2c(nc3ccccc32)c1C#N
    -9.2 | -15.0
- CN1C(=O)N(C)C2(c3ccccc3)Nn3c(s/c(=C/c4ccccc4)c3=O)=NC12c1ccccc1 (stereo not given)
    3.0 | 1.8
- N=c1c2c(n(Cc3cccc(Cl)c3)c3c1CCC3)CCCC2
    -9.2 | 6.3
- CC(=O)Oc1cc(OC(C)=O)c2c(C)cc(=O)oc2c1
    -4.4 | -1.4
- CS(=O)(=O)N1CCN(c2ccccc2NC(=O)c2ccc(-c3ccc(Br)cc3)o2)CC1
    -1.8 | 3.0
- Cc1ccc(C2N(C)c3ccccc3-c3nc4ccccc4n32)o1 (stereo not given)
    2.2 | -23.6
- CN1C(=S)SC(N(O)C=C2C=CC(=O)C=C2)C1(C)C (stereo not given)
    7.8 | 4.7
- Cc1ccc(-c2noc(C3CCN(S(C)(=O)=O)CC3)n2)o1
    -2.2 | 8.0
- COc1ccccc1Cn1c2nc3ccccc3nc2c2c(=O)n(CC(C)C)cnc21
    -1.9 | 5.4
- Cc1c(NS(=O)(=O)c2cccc(C(=O)NCc3ccc(Cl)cc3)c2)c(=O)n(-c2ccccc2)n1C
    -4.3 | 12.2
- Nc1nc2c3ccccc3nc(Cc3ccccc3)n2n1
    2.1 | 7.9
- Cc1ccc(-n2c(C)c([N+](=O)[O-])c3ccc(O)c(CN(C)C)c32)cc1
    10.6 | 4.0
- Cc1cccc(N(CC(=O)NCCC2=CCCCC2)S(C)(=O)=O)c1C
    0.6 | 10.9
- CCCCCc1ccc(-c2ccc(=O)[nH]n2)cc1
    -7.3 | 4.2
- [O-][n+]1c2c(c3c4non(O)c4ccc31)CCCC2
    0.2 | 6.4
- O=C(COC(=O)c1ccccc1OCc1ccc(Cl)cc1)NC1CC1
    -0.5 | 6.8
- CCN(CC)S(=O)(=O)c1ccc(NC2CCCc3ccccc32)nc1 (stereo not given)
    2.7 | 4.4
- NC(=O)c1c(NC(=O)c2ccco2)sc2c1CCC2
    3.6 | -4.1
- O=C(c1ccccc1)N1CCN2C(=O)c3ccccc3C12c1ccc(Cl)cc1 (stereo not given)
    1.4 | 3.8
- CCN(CC)C(=O)CSc1nc2sc3c(c2c(=O)n1-c1ccc(C)cc1)CC(C)(C)SC3
    -7.7 | 6.7
- Cc1ccn2cc(CCNS(=O)(=O)c3ccc(F)c(C(F)(F)F)c3)nc2c1
    -2.5 | 4.6
- CCOc1ccc(N2C(=O)c3ccccc3C2=O)cc1
    -0.5 | -2.4
- COc1ccccc1NC(=O)CCN1CCN(Cc2ccccc2)CC1
    -2.0 | 7.2
- CCOc1ccc(NC(=O)CCNS(=O)(=O)c2ccc(Br)s2)cc1
    -5.7 | 14.0
- COc1ccc(Cn2nnnc2C(c2cccs2)N2CCN(c3ccc([N+](=O)[O-])cc3)CC2)cc1 (stereo not given)
    -6.2 | 7.9
- Cc1ccc(S(=O)(=O)c2c(N)n(CCCO)c3nc4ccccc4nc23)cc1
    -8.9 | -15.9
- C=CCn1c(SCC(=O)c2ccc(Br)cc2)nnc1C(CC(C)C)NC(=O)c1cccs1 (stereo not given)
    -3.0 | 4.5
- CCc1ccc2c(c1)c1nc(C)sc1n2CC(=O)OC
    -5.8 | 0.9
- COc1cc(NS(=O)(=O)c2ccc(NC(=O)COc3ccc(C)cc3C)cc2)nc(OC)n1
    2.4 | 3.7
- COc1ccc(CN2CCC(C(=O)NCCc3ccc(OC)c(OC)c3)CC2)c(OC)c1
    4.9 | 13.8
- CC1Cc2ccccc2N1C(=O)Cc1cccs1 (stereo not given)
    3.7 | -0.1
- CCc1ccc(NC(=O)C(=O)NCCN2CCN(C(=O)c3ccco3)CC2)cc1
    1.6 | 2.3
- Cc1sc2ncnc(NCc3cccs3)c2c1C
    -4.8 | 5.0
- COc1ccc2cc(C#N)c(SCC(=O)N3CCCC3)nc2c1
    -4.7 | -2.9
- O=C(c1cccnc1)N1CCN(S(=O)(=O)c2ccc(Cl)cc2)CC1
    4.6 | 4.8
- CNC(=O)c1c(O)c2cccc3c2n(c1=O)CC3
    0.4 | 5.4
- Cc1cc(NC(=O)c2ccc(NC(=O)CC(C)C)cc2)no1
    0.9 | -2.1
- NC(=O)C1(N2CCCCC2)CCN(c2nc(-c3ccc(Br)cc3)cs2)CC1
    19.5 | -15.5
- CCN(CC(=O)Nc1ccccc1OC)C(=O)Cn1cnc2ccccc2c1=O
    2.6 | 1.2
- O=C(CSc1nnc(CNc2cccc(Cl)c2)o1)OC1CCCCC1
    -10.8 | 7.2
- COc1ccccc1CC(=O)Nc1cc(Cl)ccc1O
    2.9 | 5.7

# Continued:
# Each structure is followed by: FXIa inh | FXIIa inh
- CCn1ncc(Br)c1C(=O)Nc1ccccc1C(=O)OC
    -4.3 | 3.3
- Cc1cc(C)n(-c2nc(NCC3CCCO3)c3c4c(sc3n2)COC(C)(C)C4)n1 (stereo not given)
    -1.1 | 5.7
- CC(=O)OC[C@H]1O[C@@H](n2ncc(=O)[nH]c2=O)[C@H](OC(C)=O)[C@@H]1OC(C)=O
    3.7 | 6.0
- CC1=CC(C)(C)N2C(=O)C3(C(C#N)=C(N)Oc4cc(C)oc(=O)c43)c3cc(C)cc1c32 (stereo not given)
    -3.9 | 2.5
- Cc1nc2c(-c3ccccc3)c(C)nn2c(N)c1-c1ccccc1
    2.4 | -0.1
- Cc1cccc(Nc2ccccc2C(=O)O)c1C
    -0.2 | 2.1
- Cc1ccc(C(=O)NCc2ccccn2)c(Cl)c1
    -71.5 | -11.2
- O=C(COc1ccc(Br)cc1)Nc1ccncc1
    -12.3 | 8.8

# In the list so far, 9 contain fluorine:
# Each structure is followed by: FXIa inh | FXIIa inh
- CCc1nc2c(nnn2Cc2ccc(F)cc2)c(=O)[nH]1
    -1.9 | 4.7
- Cc1cc(NC(=O)CS(=O)(=O)c2cn(Cc3ccc(F)cc3)c3ccccc23)no1
    2.0 | 4.3
- COc1ccc(NC(=O)c2sc3cc(C(F)(F)F)cnc3c2-c2cccs2)cc1
    -2.7 | -3.2
- Cc1nnc(NC(=O)c2ccc(-c3cccc(C(F)(F)F)c3)o2)s1
    -1.0 | 2.0
- Cc1[nH]n(-c2ccc([N+](=O)[O-])cc2)c(=O)c1C=NCCN1CCN(C(=O)c2ccc(F)cc2)CC1
    16.6 | -14.0
- Cn1nc(CC(=O)NCc2ccc(C(F)(F)F)cc2)c2ccccc2c1=O
    -8.1 | 7.7
- O=C(COC(=O)CCc1ccc(S(=O)(=O)N2CCOCC2)cc1)Nc1ncc(C(F)(F)F)cc1Cl
    0.6 | -4.5
- O=C(NC1CCCCC1)c1cccc(COCC(F)(F)F)c1
    -1.5 | 7.3
- Cc1ccn2cc(CCNS(=O)(=O)c3ccc(F)c(C(F)(F)F)c3)nc2c1
    -2.5 | 4.6

# Random excerpt: two records from the list.
# Each structure is followed by: FXIa inh | FXIIa inh
- Cc1cccc(Nc2ccccc2C(=O)O)c1C
    -0.2 | 2.1
- CN1C(=S)SC(N(O)C=C2C=CC(=O)C=C2)C1(C)C (stereo not given)
    7.8 | 4.7
